FBW7 activator: human FBW7 E3 ligase activation, primary screen; hit rate 0.13% among 650,000; normalized activity (activation), % at 26.1 µM; AlphaScreen FBW7–phospho-cyclin E peptide binding, activator screen; Q969H0; in the data active = normalized activity above about 1.9%;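 note: purified mutant Fbw7 with reduced substrate affinity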
GPR151 activ: activates the human receptor GPR151; Q8TDV0; PathHunter beta-arrestin GPR151 cells, luminescence; activation, % at 11.2 µM; hit rate 1% among 650,000; AID 1508602; in the data active = activation above about 4.9%;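 note: 0% = median of compound wells and 100% = cells with positive control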
Target sequence (Q8TDV0 whole entry, looked up): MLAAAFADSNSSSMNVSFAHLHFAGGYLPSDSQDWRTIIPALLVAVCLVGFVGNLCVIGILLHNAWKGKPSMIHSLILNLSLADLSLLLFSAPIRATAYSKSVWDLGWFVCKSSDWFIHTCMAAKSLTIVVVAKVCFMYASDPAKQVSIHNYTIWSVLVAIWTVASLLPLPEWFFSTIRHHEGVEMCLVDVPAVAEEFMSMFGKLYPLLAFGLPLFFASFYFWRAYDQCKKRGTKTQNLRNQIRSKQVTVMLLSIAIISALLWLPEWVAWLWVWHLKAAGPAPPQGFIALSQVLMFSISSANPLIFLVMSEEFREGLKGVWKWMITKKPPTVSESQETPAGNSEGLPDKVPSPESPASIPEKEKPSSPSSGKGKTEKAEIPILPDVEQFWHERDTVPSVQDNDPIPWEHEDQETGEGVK
MITF primary: blocks human microphthalmia-associated transcription factor | AlphaScreen MITF homodimerization, bead proximity signal | O75030 | AID 1259374 | inhibition, % at 2.6 µM | hit rate 0.91% among 650,000; in the data active = inhibition above about 50%;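 note: 0% = vehicle wells with protein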
Target sequence (O75030 whole entry, looked up): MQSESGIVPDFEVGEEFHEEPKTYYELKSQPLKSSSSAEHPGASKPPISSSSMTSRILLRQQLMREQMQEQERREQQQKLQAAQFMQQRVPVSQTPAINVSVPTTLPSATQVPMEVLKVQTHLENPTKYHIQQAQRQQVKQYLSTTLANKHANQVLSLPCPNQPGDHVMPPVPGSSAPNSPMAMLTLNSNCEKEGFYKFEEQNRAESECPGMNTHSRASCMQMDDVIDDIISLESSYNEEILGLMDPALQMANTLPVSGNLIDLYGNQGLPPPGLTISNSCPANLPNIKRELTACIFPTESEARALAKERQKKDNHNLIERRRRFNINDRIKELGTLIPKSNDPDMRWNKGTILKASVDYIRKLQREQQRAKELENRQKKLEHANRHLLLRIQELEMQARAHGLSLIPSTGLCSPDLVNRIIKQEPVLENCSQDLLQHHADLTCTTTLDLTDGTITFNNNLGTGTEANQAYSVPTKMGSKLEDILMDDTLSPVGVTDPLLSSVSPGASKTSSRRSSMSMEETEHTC
TEAD-YAP inh: TEAD-YAP interaction inhibition; inhibition, % at 9.12 µM; AID 1259422; hit rate 1.4% among 640,000; HEK-TIYL cells, TEAD-Gal4/YAP UAS-luciferase luminescence; in the data active = inhibition above about 32%;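 note: 0% = median of test compound wells and 100% = reference inhibitor wells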
Starred values were filed as active, the others as inactive.

SMILES	FBW7 activator	GPR151 activ	MITF primary	TEAD-YAP inh
O=c1c(Cl)c(O)cnn1-c1cccc(C(F)(F)F)c1	-0.2	-0.5	4	6
COCCNC(=S)Nc1ccc(C(=O)OC)cc1	-0.2	3.1	-4	3
COc1ccc(C[C@@H]2NC(=O)[C@H]3CN(C(=O)c4cc(F)cc(F)c4)CCN3C2=O)cc1	0.2	-0.6	10	-19
CCOC(=O)c1c(NC(=O)c2noc(C)c2[N+](=O)[O-])sc(C(C)=O)c1C	0.1	-0.9	-12	-5
O=C1C2C3c4ccccc4C(CO)(c4ccccc43)C2C(=O)N1c1ccc([N+](=O)[O-])cc1 (stereo unspecified)	-0.2	-1.0	8	-7
CN(C(=O)c1cccc([N+](=O)[O-])c1)C1(C)CCS(=O)(=O)C1 (stereo unspecified)	-0.1	2.9	-3	0
Cc1cc(SCC(=O)N2CCCC2)nc(=O)[nH]1	0.2	1.1	2	-7
COC(=O)c1c(NC(=O)c2ccc3c(c2)OCO3)sc2c1CCC(C)C2 (stereo unspecified)	-0.2	-1.0	4	5
COc1ccc2nc(N3CCC(C(=O)NC(C)C)CC3)sc2c1	0.3	-1.1	10	-5
CC(=O)NCCNc1nc2c(c(=O)n(C)c(=O)n2C)n1Cc1ccc(Cl)cc1	-0.2	1.8	4	1
COc1ncc(-c2cnc3c(n2)[nH]c(=O)n3Cc2ccccn2)c(OC)n1	-0.7	2.2	-16	4
CCOC(=O)c1c(NC(=O)CSc2nnc(CNC(=O)Cc3ccc(OC)cc3)n2C)sc2c1CCCCC2	-0.1	0.0	6	6
COc1cc(OC)cc(C(=O)Nc2ccccc2Br)c1	-0.1	-0.5	4	-27
COc1ccc(CN2CCC(n3nccc3NC(=O)C3CCCC3)CC2)c(OC)c1	0.0	-0.6	5	22
COc1cc(NC(=O)C/C(C)=N/NC(=O)c2ccc3ccccc3c2)c(OC)cc1Cl	0.3	0.4	25	27
COc1cc(Br)ccc1OCC(=O)N/N=C/c1ccccc1[N+](=O)[O-]	0.2	0.2	11	4
NC(=O)c1ccccc1NC(=O)Nc1ccc(F)cc1F	0.2	-0.4	16	16
COc1ccc(C(CC(=O)Nc2ccccc2C)N2Cc3ccccc3C2=O)cc1OC (stereo unspecified)	0.2	-0.6	7	7
CCCOc1cc(Br)c(C=O)cc1OCC	1.1	-1.0	10	-2
COC(=O)c1cc(=O)nc2scc(C)n12	-0.2	-0.8	4	-5
CCC(CC)C(=O)Nc1cccc(C(=O)N2CCOCC2)c1	0.1	0.8	9	5
Cc1cccc(N=Cc2c(O)n(C)c(=S)[nH]c2=O)c1C	0.7	-1.3	-8	3
COc1ccc(NC2=C(C(C)=O)C(c3ccc(C)cc3)C(C(C)=O)C(C)(O)C2)cc1 (stereo unspecified)	0.1	0.2	4	4
CS(=O)(=O)NCc1nnc(SCc2ccc(Cl)cc2)n1-c1ccc(F)cc1	0.2	0.7	19	3
O=C(O)C1CCCN(c2ncnc3sc(-c4ccccc4)cc23)C1 (stereo unspecified)	0.0	0.9	9	6
O=S(=O)(NCc1ccc(F)cc1)c1cccc(Cl)c1	-0.1	-0.6	-7	2
C=COCCNC(=O)C(=O)Nc1cccc2ccccc12	-0.1	0.2	1	-3
Cc1ccc(OCCN(C)C(=O)C2CC23CCN(Cc2cccc4nccnc24)CC3)cc1 (stereo unspecified)	0.1	-0.6	13	3
O=C(COc1ccccc1Cl)NNC(=O)c1ccc(=O)[nH]c1	0.0	-0.1	-9	-2
Cc1ccc(S(=O)(=O)N2CCN(c3cccc(Cl)c3)CC2)cc1	0.2	0.7	-7	-1
COc1ccc(C(=O)Oc2ccc(/C=C3/C(=N)N4OC(C)=CC4=NC3=O)cc2Cl)cc1	0.0	-1.2	-3	-6
CC(c1ccccc1)n1cc(C(=O)NCCN2CCOCC2)nn1 (stereo unspecified)	-0.2	-0.2	3	3
CCC(=O)N(CCC(c1ccc2c(c1)OCO2)c1ccccc1OC)Cc1ccc(OC)c(OC)c1 (stereo unspecified)	-0.2	0.0	10	-12
COc1ccc(C(O)C(CN2CCCC2)c2ccccc2)cc1 (stereo unspecified)	0.1	0.2	1	3
CC(C)(C)c1ccc(-c2nc3ccccc3c(=O)n2N)cc1	0.1	-1.7	8	-28
O=c1oc2cc(OCc3ccccc3F)ccc2cc1-c1nc2ccccc2s1	0.0	-1.9	2	3
CC(=O)NC1C(OC(C)C)OC(COC(C)=O)C(OC(C)=O)C1OC(C)=O (stereo unspecified)	0.1	-1.7	11	-3
CCC(=O)N1c2ccccc2NC2=C(C(=O)CCC2)C1c1ccc([N+](=O)[O-])cc1 (stereo unspecified)	0.3	0.9	-11	-19
O=C(Nn1cnnc1)c1ccco1	0.0	1.7	-3	-6
COC(=O)c1ccc(NC(=O)COc2ccc(C(C)C)c(C)c2)cc1	0.0	0.8	-4	0

Taken from above for reference:
SMILES	FBW7 activator	GPR151 activ	MITF primary	TEAD-YAP inh
CS(=O)(=O)NCc1nnc(SCc2ccc(Cl)cc2)n1-c1ccc(F)cc1	0.2	0.7	19	3
O=C(O)C1CCCN(c2ncnc3sc(-c4ccccc4)cc23)C1 (stereo unspecified)	0.0	0.9	9	6

Next section.
SMILES	FBW7 activator	GPR151 activ	MITF primary	TEAD-YAP inh
COCCCNC(CC(=O)Nc1ccccc1C(=O)OC)C(=O)O (stereo unspecified)	0.1	-1.2	9	-6
OCCC1CN(Cc2ccc3c(c2)OCCO3)CCN1Cc1ccccc1F (stereo unspecified)	-0.2	0.3	-5	-3
CCN(CC)CCNC(=O)Cc1c(C)nc2c(-c3ccccc3)c(C)nn2c1C	0.1	0.2	3	-1
Cc1c(Cl)cccc1N1CC(C(=O)Nc2nccs2)CC1=O (stereo unspecified)	0.0	-0.5	6	13
C=CCOc1nnc(OCC=C)c2ccccc12	0.0	2.7	-7	-2
CCOC(=O)c1ccccc1NC(=O)CN(c1ccc2c(c1)OCO2)S(C)(=O)=O	-0.1	0.5	5	8
COc1ccccc1CNC(=O)c1ccc2c(=O)n(Cc3ccccc3OC)c(=S)[nH]c2c1	-0.1	1.0	-5	-7
COCC(=O)N(Cc1cc2cccc(C)c2nc1Cl)C1CCCC1	0.7	-0.6	-1	7
O=C(CSc1nc(-c2ccccc2)cc(-c2ccccc2)n1)N1CCCc2ccccc21	0.0	-0.8	0	9
CC(=O)Nc1ccccc1S(=O)(=O)CC1CC1(Cl)Cl (stereo unspecified)	0.0	0.5	10	10
COc1cccc(-n2cc(CN(C)C3CCC(=O)N(Cc4ccccc4)CC3)cn2)c1 (stereo unspecified)	0.2	-0.3	-8	-5
CC1=CC(c2ccccc2)n2nc(NS(=O)(=O)c3ccc(C)cc3)nc2N1 (stereo unspecified)	0.3	-0.3	6	11
CC(C(=O)N1CCN(C)CC1)N1C(=O)c2ccccc2C1=O (stereo unspecified)	0.2	-0.2	6	0
COc1ccc(-n2nc(C(=O)NCc3ccccc3OC)c3ccccc3c2=O)cc1	0.0	1.5	2	4
COc1ccc(C(=O)NC(=S)N2CCN(C)CC2)cc1I	-0.1	0.8	-14	-10
COc1ccc(Cl)cc1C(=O)Nc1cc([N+](=O)[O-])ccc1Cl	0.3	-2.4	9	13
COc1ccc(C)c2sc(N(Cc3ccco3)C(=O)Cc3ccc4c(c3)OCO4)nc12	0.0	1.0	6	-4
CCOc1ccccc1NC(=O)CCCc1nc(-c2ccccc2OCC)no1	0.0	-0.8	-4	5
CC(OC(=O)c1ccccc1)C(=O)NCc1ccco1 (stereo unspecified)	-0.1	2.4	11	4
CCOC(=O)c1ccc2c(c1)NC(=O)C(N1CCN(c3ccc(OC)cc3)CC1)S2 (stereo unspecified)	-0.2	-0.5	-6	-2

4 compounds from above, ordered by SMILES length, smallest number first:
SMILES	FBW7 activator	GPR151 activ	MITF primary	TEAD-YAP inh
CC(C(=O)N1CCN(C)CC1)N1C(=O)c2ccccc2C1=O (stereo unspecified)	0.2	-0.2	6	0
CCN(CC)CCNC(=O)Cc1c(C)nc2c(-c3ccccc3)c(C)nn2c1C	0.1	0.2	3	-1
COc1ccc(C)c2sc(N(Cc3ccco3)C(=O)Cc3ccc4c(c3)OCO4)nc12	0.0	1.0	6	-4
COc1ccccc1CNC(=O)c1ccc2c(=O)n(Cc3ccccc3OC)c(=S)[nH]c2c1	-0.1	1.0	-5	-7

Among those listed so far, these have an aryl thioether with sulfur outside any ring.
SMILES	FBW7 activator	GPR151 activ	MITF primary	TEAD-YAP inh
Cc1cc(SCC(=O)N2CCCC2)nc(=O)[nH]1	0.2	1.1	2	-7
CCOC(=O)c1c(NC(=O)CSc2nnc(CNC(=O)Cc3ccc(OC)cc3)n2C)sc2c1CCCCC2	-0.1	0.0	6	6
CS(=O)(=O)NCc1nnc(SCc2ccc(Cl)cc2)n1-c1ccc(F)cc1	0.2	0.7	19	3
O=C(CSc1nc(-c2ccccc2)cc(-c2ccccc2)n1)N1CCCc2ccccc21	0.0	-0.8	0	9

Other results follow:
SMILES	FBW7 activator	GPR151 activ	MITF primary	TEAD-YAP inh
CCOc1cccc(C2CC(c3ccc(Cl)cc3)=NC(c3cccc(OC)c3)N2)c1O (stereo unspecified)	-0.3	-0.7	1	20
CCc1cccc(C)c1NC(=O)CC1CCS(=O)(=O)C1 (stereo unspecified)	0.1	-0.3	4	0
CC(C)(C)C(=O)Nc1ccnn1C1CCN(Cc2cccc(F)c2F)CC1	0.0	-0.2	15	8
O=C(NCCOc1ccccc1)c1cccc(Nc2nccc3ccccc23)c1	0.0	1.4	-1	-31
O=c1[nH]sc2cc([N+](=O)[O-])ccc12	-0.1	1.0	-7	10
CC(=O)N1CCN(Cc2ccc(Cl)s2)CC1C(=O)NCc1ccccc1 (stereo unspecified)	0.1	-1.2	13	2
O=C(Nc1ccc(Br)cc1)c1ccc(S(=O)(=O)N2CCCC2)cc1	0.0	-0.9	-1	11
CCc1ccccc1NC(=O)c1cc(S(=O)(=O)N(C)C2CCCCC2)ccc1F	0.2	-0.6	8	9
COc1ccc(CCNC(=O)c2ccc3c(c2)nc(SCC(=O)c2ccccc2)n2c4ccccc4nc32)cc1OC	0.0	-1.4	10	-7
COc1ccc(N2CCN(CC(=O)Nc3ccc4c(c3)CCC4)CC2)cc1	-0.1	-0.4	0	-2
CCCCOc1cccc(C(=O)Nc2sc3c(c2C#N)CCN(C(C)=O)C3)c1	0.0	1.3	4	10
Cc1ccc(CNC(=O)CSc2nc3ccsc3c(=O)n2CCCC(=O)NCc2ccc3c(c2)OCO3)cc1	-0.1	-1.0	10	-4
COc1ccccc1/C=c1/sc2nc3ccccc3n2c1=O	0.0	0.4	-4	-37
CCCCCOC(=O)Nc1[nH]c(C)c(C(=O)OCC)c1C	0.1	-0.1	-3	-15
COc1ccc2c(c1OC)C(=O)OC2CC(=O)c1cc(Cl)ccc1O (stereo unspecified)	0.0	0.6	13	8
O=C(CSc1cn(Cc2ccc(F)cc2)c2ccccc12)N1CCCCC1	-0.1	-1.0	-10	-5
COc1ccc(N2CCN(c3c4c(nc5nncn35)CCC4)CC2)cc1	0.1	-0.4	10	22
COc1ccc(NC(C)C(=O)N2CCN(Cc3ccccc3)CC2)cc1 (stereo unspecified)	0.1	-0.8	13	-5
O=C(COC(=O)c1c(F)cccc1F)Nc1ccc2ccccc2c1	-0.1	-1.9	-8	-1
Cc1nc(NC2CCN(S(=O)(=O)c3cccc([N+](=O)[O-])c3)CC2)[nH]c(=O)c1C	-0.1	-1.0	-1	-7
CC(C)CNC(=O)c1cc(Cl)c(O)c(Cl)c1	0.1	-0.2	6	10
COCCNc1ccc2ncc(-c3ccc(OC)nc3)n2n1	0.1	0.2	8	-2
CC1(c2ccccc2)CC(C)(C)N(C(=O)Nc2cccc(Cl)c2)c2ccccc21 (stereo unspecified)	1.2	-1.0	21	-1
O=c1oc2ccccc2n1CCc1ccccc1	0.8	-1.6	8	-12
CSc1ccccc1C(=O)N1CCN(Cc2nnnn2-c2ccc(C)cc2)CC1	-0.3	-2.0	-1	-7
CC(C)N1C[C@H](C)C(O)(c2ccccc2)CC1C (stereo partly specified)	0.2	-1.2	13	6
O=C(Nc1ccc(Cl)c(Cl)c1)C1C2C=CC3(O2)C1C(=O)N(CCN1CCCCC1)C3C(=O)NC1CCCCC1 (stereo unspecified)	0.7	-1.2	-2	8
CCN1CCN(c2ccc(C(=O)Nc3ccc(Cl)cc3)cc2[N+](=O)[O-])CC1	-0.1	-0.7	-3	-28
Nc1nc(CSC(=S)N2CCOCC2)nc(Nc2ccc(F)cc2)n1	-0.2	1.5	-10	-16
CC(C)(C)c1ccc(CS(=O)C2CCCCC2OC(=O)CCN2CCCCC2)cc1 (stereo unspecified)	0.2	0.2	9	0
CC(C)(C)NC(NC(=O)c1cc([N+](=O)[O-])cc([N+](=O)[O-])c1)C(Cl)(Cl)Cl (stereo unspecified)	-0.2	0.3	4	4
COCCNc1oc(-c2ccccc2)nc1S(=O)(=O)c1ccc(Br)cc1	-0.1	-0.9	4	12
O=C(Nc1nnc(-c2ccncc2)s1)c1sc2ccccc2c1Cl	-0.2	-0.3	-9	2
O=C(Nc1ccc2c(c1)-c1ccccc1C2)c1ccccn1	0.0	-4.9	3	-39
O=C(NNC(=O)c1ccc(Cl)cc1)Nc1ccc(Cl)c(Cl)c1	-0.1	-0.7	3	4
Cc1ccc(S(=O)(=O)N2CCOCC2)c(C)c1-n1cnnn1	0.0	-0.2	-1	7
CCc1cccc(CC)c1NC(=O)CSc1nc2ccc(NC(=O)c3ccc(Cl)cc3Cl)cc2s1	-0.2	2.2	1	-6
